FUS yeast rescue – FUS proteinopathy suppression in yeast | S. cerevisiae FUS-expressing, growth rescue, OD600, 24 h | Potency, µM (top dose mostly 76.6 µM), without a hit: at the highest dose growth rescue (activation), usual class: activators | 390,000 tested, 0.24% active | AID 1347120;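 note: potency is the fitted concentration of half-maximal effect; plate controls were DMSO vehicle for no effect and reference control for full effect; nearly all actives have a fitted effect of over 55% in size; some results filed as inactive show a strong effect at the top dose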
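S. cerevisiae expressing FUS from galactose induction served as the toxicity model. Growth after 24hr at 30C, read as absorbance at 600 nm, indicates suppression of toxicity; compounds dosed at several concentrations.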
D3 antag – antagonists of human D3 dopamine receptor | P35462 | D3R cells, DiscoveRx beta-arrestin luminescence, antagonist mode; hits give low values | max response, negative = inhibition, % | 360,000 tested, 2.5% active; in the data active = max response below about -50%; inconclusive = no clear call, values can overlap the other calls; note: % is set by controls: 0 for no effect and ±100 for the full control effect; mostly tested at two doses, the higher about 12 µM
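Cells plated overnight at 1500 cells/well, then exposed to library compounds with dopamine controls for 90 minutes at 37 degrees C. DiscoveRx reagent added for 30–60 minutes at room temperature; luminescence read, quantitative HTS format.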
TDP-43 yeast inh – TDP-43 toxicity inhibition in yeast; TDP-43 expressing yeast growth rescue, BacTiter-Glo, 24 h; Potency, µM (series often up to 46.1 µM), inactives show at the highest dose growth rescue (activation), most hits filed as activators; 410,000 tested, 1.8% active; AID 652104; note: potency is the fitted concentration of half-maximal effect; % of control where 0% means no effect; nearly all actives have a fitted effect of over 50% in size
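In this qHTS, compounds that restore growth of yeast expressing TDP-43 appear as activators. Cells (OD600=0.02, galactose medium, raffinose-pregrown) are incubated with compound 24 hr at 30 deg C and growth is quantified by BacTiter-Glo.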
aSyn rescue – alpha-synuclein toxicity inhibition in yeast. AID 652106. Yeast expressing alpha-synuclein, growth rescue, BacTiter-Glo, 24 h. Potency, µM (series often up to 46.1 µM), for inactives: at the top dose growth rescue (activation), hits mostly activators. 370,000 tested, 0.14% active; note: potency is the fitted concentration of half-maximal effect; % of control where 0% means no effect; nearly all actives have a fitted effect of over 65% in size
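Rescue of yeast growth: cells expressing toxic alpha-synuclein, induced in galactose at OD600 0.02, incubated with compound 24 h at 30 C. ATP luminescence quantified growth; inhibitors of toxicity appear as activators.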
EPAC2 ag – activates human EPAC2 exchange factor; EPAC2 activation, biochemical qHTS; response scale: 100% = 6.5 mM cAMP response; Potency, µM (highest dose often 154 µM), without a hit: at the top dose activation, hits mostly activators; 360,000 tested, 0.079% active; AID 720711; note: potency is the fitted concentration of half-maximal effect; nearly all actives have a fitted effect of over 50% in size
Target sequence (Q8WZA2 whole entry, looked up): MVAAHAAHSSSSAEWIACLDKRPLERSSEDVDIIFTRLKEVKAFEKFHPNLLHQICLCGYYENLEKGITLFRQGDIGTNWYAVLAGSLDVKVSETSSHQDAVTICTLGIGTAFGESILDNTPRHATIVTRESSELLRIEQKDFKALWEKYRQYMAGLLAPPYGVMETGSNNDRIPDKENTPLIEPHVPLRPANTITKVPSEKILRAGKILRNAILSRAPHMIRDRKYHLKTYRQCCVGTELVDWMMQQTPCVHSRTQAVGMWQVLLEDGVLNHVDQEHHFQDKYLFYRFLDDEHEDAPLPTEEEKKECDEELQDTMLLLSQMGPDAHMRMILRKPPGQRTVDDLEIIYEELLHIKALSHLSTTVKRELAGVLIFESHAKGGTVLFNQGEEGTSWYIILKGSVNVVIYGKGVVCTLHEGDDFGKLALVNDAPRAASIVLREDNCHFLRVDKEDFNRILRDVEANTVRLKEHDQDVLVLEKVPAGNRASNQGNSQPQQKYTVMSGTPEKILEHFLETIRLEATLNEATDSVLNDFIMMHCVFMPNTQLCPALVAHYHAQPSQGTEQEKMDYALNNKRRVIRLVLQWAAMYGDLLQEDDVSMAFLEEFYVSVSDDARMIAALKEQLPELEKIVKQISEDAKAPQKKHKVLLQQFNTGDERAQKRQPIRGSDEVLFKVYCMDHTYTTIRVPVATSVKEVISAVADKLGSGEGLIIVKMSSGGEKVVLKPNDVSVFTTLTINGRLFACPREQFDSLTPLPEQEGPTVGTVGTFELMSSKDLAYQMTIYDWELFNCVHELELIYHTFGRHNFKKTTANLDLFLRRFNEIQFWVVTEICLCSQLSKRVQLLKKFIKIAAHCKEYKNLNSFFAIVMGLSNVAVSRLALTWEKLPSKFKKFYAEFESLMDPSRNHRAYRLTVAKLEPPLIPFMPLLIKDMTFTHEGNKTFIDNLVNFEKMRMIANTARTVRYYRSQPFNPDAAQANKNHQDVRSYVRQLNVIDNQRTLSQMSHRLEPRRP
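In this primary screen, activation is scored as increased exchange of BODIPY-GDP from Rap1B by 100 nM EPAC2, with 50 uM GDP as competitor. Signal is normalized to the 6.5 mM cAMP agonist control.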
EPAC2 antagonist – blocks human EPAC2 exchange factor; Q8WZA2; EPAC2 GEF exchange of Rap1B-BODIPY-GDP, fluorescence; Potency, µM (doses to about 114 µM), for the others: top-dose activity, negative = inhibition, usual class: inhibitors; 360,000 tested, 0.18% active; AID 720708; note: potency is the fitted concentration of half-maximal effect; % is set by controls: 0 for no effect and ±100 for the full control effect; nearly all actives have a fitted effect of over 45% in size; many of its hits are not listed in these tables
D3 ag – D3 dopamine receptor (human) agonism; P35462; D3R DiscoveRx beta-arrestin cells, luminescence, 90 min; max activation, %; 410,000 tested, 0.58% active; AID 652048; in the data active = max activation above about 30%; note: 0% is about no effect; mostly tested at two doses, the higher about 12 µM
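Agonist-mode cell screen: cells plated at 1500/well and incubated overnight at 37 °C, then exposed to library compounds for 90 min at 37 °C. Detection reagent was added for 30–60 min at room temperature, and luminescence was read.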
Abeta rescue – A-beta toxicity reversal in yeast; yeast expressing A-beta42, growth rescue, OD600, 48 h; response scale: 0% DMSO, 100% iron-clioquinol control; Potency, µM (titrated, usually from 46.1 µM), inactives show at the top dose growth rescue, usual class: activators; 410,000 tested, 0.063% active; AID 1347071; note: potency is the fitted concentration of half-maximal effect; nearly all actives have a fitted effect of over 55% in size
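Growth rescue measured by 600 nm absorbance after 48 h yeast culture at 30 C with compound. Values normalized between DMSO and an equimolar ferric chloride plus clioquinol control.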
* = called active by the depositor; ? = inconclusive; . = not tested or not shown; [ ] = another dose, or the depositor's remark. Unless noted, calls come from the whole dose curve; as a rule, active = well fitted curve in the direction sought with a large enough effect; inconclusive = small, poorly fitted or top-dose-only effect, or another doubt; inactive = no such curve, though single readings can be large; an effect the other way counts as inactive or inconclusive. This is a subset; rates above refer to the full screens.

Structure	FUS yeast rescue	D3 antag	TDP-43 yeast inh	aSyn rescue	EPAC2 ag	EPAC2 antagonist	D3 ag	Abeta rescue
O=C(O)c1cccc(Cn2c(Cl)c(/C=N/NC(=O)c3ccccc3Cl)sc2=O)c1	.	0.8	0.1%	-1.1%	1.1%	1.3%	2.7	3.2%
CCCc1nc2sc3ccccc3c(=O)c2c(=O)n1Cc1ccccc1	9.2%	0.3	-12.5%	-23.5%	3.8%	10.9%	-11.1	-24.0%
Clc1cccc(CN2CCc3c([nH]c4ccccc34)C2)c1Cl	-27.9%	0.2	7.0%	-0.7%	6.5%	5.5%	0.4	14.2%
Cc1ccc(-n2nc3c(N4CCC(C(=O)NC5CCC(C)CC5)CC4)nnc(C)c3c2C)cc1 (stereo not given)	4.6%	.	10.3%	.	.	.	-4.8	-0.2%
Cc1cc(C)cc(C(=O)NCCc2sc(-c3ccc(F)cc3)nc2C)c1	8.8%	.	11.8%	.	.	.	-4.5	-6.6%
CC(=O)Nc1ccc(S(=O)(=O)NC(C)CCc2ccccc2)cc1 (stereo not given)	4.4%	22.5	18.4%	-6.9%	9.2%	0.2%	-1.2	-13.7%
COC(=O)c1ccc(NC(=S)N(Cc2cccnc2)Cc2ccco2)cc1	-12.3%	-4.1	22.1%	28.5%	6.1%	-12.7%	9.7	4.3%
C[C@@H]1C(=O)O[C@H]2C[C@@]34[C@H]5C[C@@H](C(C)(C)C)[C@]36[C@@H](OC(=O)[C@@H]6O)O[C@@]4(C(=O)O5)[C@]21O	20.1%	-3.8	-6.6%	-0.5%	-3.0%	3.1%	-14.7	-3.3%
CCOC(=O)c1c(NC(=O)CNC2CCCCC2)sc(C)c1C	16.4%	-3.4	-23.7%[0.397 µM]	-3.6%	-6.7%	?	-18.7	-5.4%
O=C(NCc1ccco1)c1cc2nc(C3CC3)cc(C(F)(F)F)n2n1	?	?	9.0%	-3.0%	10.6%	17.3%	-16.9	-7.8%
Cc1ccc(OCCCC(=O)Nc2sc3c(c2C(N)=O)CCCC3)cc1	20.2%	.	12.6%	.	.	.	1.0	-3.4%
O=C(NC(=S)Nc1ccc(N2CCCCC2)c(Cl)c1)c1ccc2c(c1)OCCO2	16.5%	-22.9	24.7%	-9.2%	-3.7%	19.6%	-5.5	15.7%

As a short view, 3 of the compounds above.
Structure	FUS yeast rescue	D3 antag	TDP-43 yeast inh	aSyn rescue	EPAC2 ag	EPAC2 antagonist	D3 ag	Abeta rescue
C[C@@H]1C(=O)O[C@H]2C[C@@]34[C@H]5C[C@@H](C(C)(C)C)[C@]36[C@@H](OC(=O)[C@@H]6O)O[C@@]4(C(=O)O5)[C@]21O	20.1%	-3.8	-6.6%	-0.5%	-3.0%	3.1%	-14.7	-3.3%
CCOC(=O)c1c(NC(=O)CNC2CCCCC2)sc(C)c1C	16.4%	-3.4	-23.7%[0.397 µM]	-3.6%	-6.7%	?	-18.7	-5.4%
O=C(NCc1ccco1)c1cc2nc(C3CC3)cc(C(F)(F)F)n2n1	?	?	9.0%	-3.0%	10.6%	17.3%	-16.9	-7.8%

Further entries:
Structure	FUS yeast rescue	D3 antag	TDP-43 yeast inh	aSyn rescue	EPAC2 ag	EPAC2 antagonist	D3 ag	Abeta rescue
Cc1cccc(-n2c(N)cc(=O)nc2SCC(=O)NC2CCCCC2)c1	-2.6%	29.3	5.4%	-0.3%	?	-3.0%	6.0	17.4%
CNC(=O)COC(=O)/C=C/c1cn(-c2ccccc2)nc1-c1ccc(C)o1	0.9%	25.6	-0.7%	3.9%	-0.1%	-8.9%	18.7	-7.0%
CCOC(=O)c1cnc2ccc(C)cc2c1Sc1ccccc1	5.9%	-26.6	20.4%	4.2%	-9.2%	-15.9%	-4.1	-2.2%[9.22 µM]
CCOc1ccccc1NC(=O)C1CCCN(S(=O)(=O)c2ccccc2)C1 (stereo not given)	23.1%	-2.6	?	-1.0%	19.8%	-10.1%	4.1	0.3%
O=C(COC(=O)CN1C(=O)c2ccccc2C1=O)NC1CCCC1	6.8%	12.2	-8.8%	3.7%	21.2%	6.3%	8.8	-4.0%
O=C(O)CNc1nc(-c2ccccc2)nc2ccccc12	26.5%	-28.9	-18.5%	-3.6%	-3.6%	5.6%	-9.5	1.7%
C=C(C)c1cccc(C(C)(C)NC(=O)N2CCCC(C(N)=O)C2)c1 (stereo not given)	15.4%	-18.6	2.5%	-0.8%	12.7%	-8.2%	-10.6	8.2%
Cc1nc(C(=O)Nc2ccccc2)sc1C1(C)CC(c2cccc([N+](=O)[O-])c2)=NO1 (stereo not given)	-8.9%	-3.3	4.7%	0.5%	5.3%	-4.8%	4.5	-2.6%
CCNC(=S)Nc1ccc2c(c1)oc1ccccc12	17.1%	1.6	?	-14.4%	4.8%	-9.3%	0.5	10µM*
CCOC(=O)N1CCc2c(sc3c2c(=O)n(CCc2ccccc2)c(=O)n3Cc2c(F)cccc2Cl)C1	-5.9%	.	-6.2%	.	.	.	6.9	4.5%
O=C(O)c1cc(Cl)c(Cl)cc1C(=O)N1CCOCC1	3.5%	6.4	3.0%	2.1%	6.3%	11.4%	1.3	21.6%
O/N=C/c1ccccc1OCc1ccc(Cl)cc1	4.9%	7.8	?	-1.6%	21.2%	-5.7%	-7.5	-53.4%[inhibitor]

(next part)
Structure	FUS yeast rescue	D3 antag	TDP-43 yeast inh	aSyn rescue	EPAC2 ag	EPAC2 antagonist	D3 ag	Abeta rescue
COC(=O)c1c(NC(=O)/C(C#N)=C/c2ccccc2)sc2c1C(C(=O)OC)CC2 (stereo not given)	?	.	16.3%	.	.	.	2.9	-9.8%
CC(C)(C)c1cccc(OCCCSc2ncccn2)c1	37.1%	14.7	?	-25.1%	7.2%	-0.7%	0.4	-8.2%
CN(C)S(=O)(=O)c1cccc(NC(=S)N2CCc3ccccc32)c1	3.5%	-0.1	14.9%	0.8%	25.3%	-8.1%	-7.4	1.2%
O=C(Cc1ccccc1)NCC(=O)N1CCN(Cc2cccc(Cl)c2)CC1	-13.9%	3.0	-1.7%	-0.9%	4.2%	23.1%	-0.1	-8.2%
CCOC(=O)c1c(C)[nH]c(C)c1S(=O)(=O)NCCN1CCN(c2ccccc2F)CC1	-4.9%	-57.7*	-16.1%	0.5%	10.3%	2.9%	-15.1	-1.7%
Cc1ccc(NC(=O)Cn2cc(C(=O)c3cccs3)c3ccccc32)cc1C	26.6%	.	0.0%	.	.	.	8.2	-8.1%
CCC(=O)N1CCc2cc(S(=O)(=O)CCC(=O)NCCc3ccc(S(N)(=O)=O)cc3)ccc21	-11.2%	-9.7	-12.8%	0.2%	1.5%	7.3%	-3.2	3.5%
COc1ccc(CC(=O)NC2CC(=O)N(c3cccc(F)c3)C2)cc1 (stereo not given)	21.7%	.	18.9%	.	.	.	4.8	-4.3%
O=S1(=O)CCN(Cc2ccc(Cl)c(C(F)(F)F)c2)CC1	9.4%	15.1	15.1%	-0.9%	2.6%	6.0%	2.2	4.7%
CCCCNC(=O)C1CCN(S(=O)(=O)c2cc(Br)cc3c2N(C(=O)CC)CC3)CC1	6.3%	.	0.0%	.	.	.	1.4	5.0%
O=C(C[C@H]1CC[C@H]2[C@@H](COC[C@@H](O)CN2S(=O)(=O)c2ccc(F)cc2)O1)N[C@@H]1CCN(Cc2ccccc2)C1	-8.3%	?	14.0%	8.0%	3.1%	1.4%	-15.1	7.3%
CC1(c2ccc3noc(-c4ccccc4)c3c2)OCCO1	12.8%	8.9	0.2%	2.4%	-10.7%	-17.9%[57.1 µM]	1.7	2.7%

Next part; the last 3 above are carried over.
Structure	FUS yeast rescue	D3 antag	TDP-43 yeast inh	aSyn rescue	EPAC2 ag	EPAC2 antagonist	D3 ag	Abeta rescue
CCCCNC(=O)C1CCN(S(=O)(=O)c2cc(Br)cc3c2N(C(=O)CC)CC3)CC1	6.3%	.	0.0%	.	.	.	1.4	5.0%
O=C(C[C@H]1CC[C@H]2[C@@H](COC[C@@H](O)CN2S(=O)(=O)c2ccc(F)cc2)O1)N[C@@H]1CCN(Cc2ccccc2)C1	-8.3%	?	14.0%	8.0%	3.1%	1.4%	-15.1	7.3%
CC1(c2ccc3noc(-c4ccccc4)c3c2)OCCO1	12.8%	8.9	0.2%	2.4%	-10.7%	-17.9%[57.1 µM]	1.7	2.7%
CC(C)N1CCC(N2CCN(Cc3ccc4nsnc4c3)CC2CCO)CC1 (stereo not given)	17.2%	-1.6	-2.8%[0.397 µM]	-0.9%	-3.6%	6.3%	-7.9	6.0%
CCCCn1c(N)c(N(CC(C)C)C(=O)CCCn2c(=O)oc3ccccc32)c(=O)[nH]c1=O	-5.5%	0.0	-10.3%	-1.8%	2.7%	1.0%	-5.2	-11.8%
O=C(O)c1ccc(-c2sc(Nc3ccccc3)n[n+]2-c2ccc(F)cc2)cc1	-12.6%	2.0	4.8%	-4.7%	4.7%	18.8%	-11.6	-6.3%
O=C(O)c1ccc2c3c(cccc13)C(=O)N(c1cccc3ccccc13)C2=O	45.0%	-26.5	5.7%	-7.3%	10.4%	0.1%	2.3	-7.3%
Cc1ccc(NC(=O)CSCC(=O)Nc2ccc(S(=O)(=O)N3CCOCC3)cc2)cc1	29.2%	9.6	-3.7%	0.4%	4.8%	9.2%	0.6	0.9%
O=C1CC(C(=O)Nc2ccc(F)cc2)S/C(=N\N=C\c2ccco2)N1 (stereo not given)	4.3%	0.0	4.3%	-4.9%	0.1%	-6.9%	-4.0	16.8%
Cc1nc(NCCc2ccccc2)sc1C(=O)N(C)C	2.5%	14.4	-13.1%	?	0.6%	5.0%	5.0	-0.8%
CC(C)NC(=O)CN(Cc1ccccc1)S(=O)(=O)c1ccccc1	12.9%	9.9	-11.4%	2.6%	5.3%	4.3%	2.8	20.6%
Cn1nnnc1SCC(=O)N1CCN(S(=O)(=O)c2ccc(Cl)cc2)CC1	-12.5%	-2.4	-7.7%	1.5%	-1.5%	8.1%	-3.2	-2.2%
Cc1ccccc1Cc1c(C)nc2c(C(=O)N3CCN(Cc4ccc5c(c4)OCO5)CC3)cnn2c1C	18.2%	-60.4*	-17.1%	5.2%	18.9%	-3.1%	-4.1	2.9%
Cn1cc(CN2CCCC(C(=O)Nc3cccc(-n4cccn4)c3)C2)cn1 (stereo not given)	0.2%	1.6	7.5%	0.0%	-2.7%	0.1%	-8.1	12.4%
COc1ccc(NC(=O)Cc2coc3cc(C)cc(C)c23)c(OC)c1	33.5%	.	13.9%	.	.	.	1.9	?
CC1=NN(c2ccc(Cl)cc2)C(=O)/C1=C\c1cccn1-c1ccc(S(N)(=O)=O)cc1	.	-22.2	0.0%	-10.8%	9.8%	-15.1%	-4.3	-40.1%

Source: PubChem
